# sdo1 growth: growth rescue of sdo1-depleted yeast, primary screen, S. cerevisiae, bone marrow failure model | S. cerevisiae sdo1-depleted JHY4D growth rescue, OD600 30 h; stronger effect = higher value; pdr5 snq2 efflux-pump mutant strain | z-score at 10 µM | 0.21% of 140,000 active;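 active = z-score above 3 at both the 24 hr and the 30 hr optical density reads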;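 also: z-score against mean and SD of all compound wells on the same plate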
# INS promoter inh: inhibitors of insulin promoter-driven GFP, primary screen, imaging, TRM-6 cells (human fetal islet line), eGFP reporter, cell count | reporter expression induced with tamoxifen | inhibition, % at 2 µM | 0.9% of 130,000 active | AID 1273, 2008;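 active = inhibition above the mean plus 3 SD, with well images judged a real hit on visual review, cut at about 60% in these data, passing the limit was not always enough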
# sdo1 growth Rescue 24 h: further read-out of sdo1 growth, marked with its call; z-score; S. cerevisiae sdo1-depleted JHY4D growth rescue, OD600; measured here: growth rescue at 24 h;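 0 is the plate mean of compound wells and units are plate SD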
# * marks the source's active call; other numbers are inactive results; . = not tested or not shown; [ ] = dose if it differs, or a comment. A portion of the library; the hit share may differ from the screen's.
SMILES | sdo1 growth | sdo1 growth Rescue 24 h | INS promoter inh
O=C(c1ccco1)N1CCN(C(c2ccc(F)cc2)c2nnnn2Cc2cccs2)CC1 (stereo unspecified) | 1.3 | 2.1 | 10
COc1ccccc1CC(=O)Nc1cccc(C(=O)NN2C(=O)c3ccccc3C2=O)c1 | 0.55 | 0.14 | .
Cn1ccnc1SCC(=O)NC1CCCCC1 | 0.71 | 0.74 | 0
O=C(Nc1nc(-c2ccc3ccccc3c2)cs1)c1ccc(N2C(=O)CCC2=O)cc1 | -0.29 | 1.4 | 30
Cc1ccc(S(=O)(=O)N2CCCC2C(=O)Nn2cnnc2)cc1 (stereo unspecified) | 0.7 | 0.67 | 68
Cc1cc(C)n(CCNC(=O)CCc2nnc(CCc3ccccc3)o2)n1 | . | . | 0
O=C(N/N=C/c1ccc(F)cc1)c1ccccc1 | . | . | -8
CC(=O)c1c(C)n([O-])c2cc(F)c(F)cc2[n+]1=O | . | . | -80
COC(=O)c1c(Cc2ccccc2Cl)c[nH]c1C | 0.05 | 0.83 | 56
O=C(NNC(=O)C1CC(c2cccnc2)=NO1)Nc1cccc(F)c1 (stereo unspecified) | 0.22 | -0.48 | .
C/C(CC(=O)NC1C2CC3CC(C2)CC1C3)=N\NC(=O)Cc1cccs1 (stereo unspecified) | 1.8 | 0.11 | 25
Cc1ccn2c(c1)nc(=S)n2C(=O)c1ccco1 | 1.1 | 0.72 | 0
CN(C)c1ccc(NC(=S)NCC2CCCO2)cc1 (stereo unspecified) | -0.42 | -0.5 | -10
COc1ccc(CCNC(=O)CSc2nncs2)cc1 | -0.25 | -0.26 | 29
CCOc1ccc2ccccc2c1C(=O)N1CCOCC1 | -0.41 | -0.69 | -67
CCOC(=O)C1=C(C)N(C)C(=S)NC1c1c(OCC)ccc2ccccc12 (stereo unspecified) | . | . | -14
O=C(NCc1ccc2c(c1)OCO2)C1CCC(CNS(=O)(=O)c2cccc3nsnc23)CC1 (stereo unspecified) | 0.63 | 0.24 | .
CCCCCCSc1nc2c(c(=O)[nH]c(=O)n2C)n1C | -0.64 | -0.98 | .
CC1=Nn2c(nnc2-c2n[nH]c3c2CCC3)SC1 | 0.09 | -0.47 | .
CCOC(=O)C1CCN(c2c(NCCCN3CCN(Cc4ccccc4)CC3)c(=O)c2=O)CC1 | 0.45 | -0.44 | .
COc1cc(/C=N/NC(=O)c2sc(N)c(C#N)c2C)ccc1O | -0.17 | -0.58 | -51
CCn1c(Cc2ccccc2)nnc1SCc1nc2ccccc2c(=O)[nH]1 | 0.03 | -0.33 | -107
O=c1c(-c2ccccc2)n[nH]c2ccccc12 | 0.75 | 1.1 | 15
O=C(Nc1ccccc1O)/C(=C\c1ccccc1)NC(=O)c1ccccc1 | . | . | -11
CCOC(=O)c1ccc(NC(=O)CCNC(=O)c2ccc([N+](=O)[O-])cc2)cc1 | 1.1 | 2 | -7
CCOC(=O)c1nc(Nc2ccc(C)cc2)c2ccccc2n1 | -0.37 | -0.66 | .
CSc1ccccc1C(=O)OCC(=O)NC1CCS(=O)(=O)C1 (stereo unspecified) | . | . | 0
Nc1nc(-c2ccccc2)cc(-c2ccccc2O)n1 | -2.2 | -1 | .
CCCn1c(SCC(=O)NCCc2ccccc2)nnc1-c1cccnc1 | 0.45 | 1.2 | .
O=C(Cn1ccc(C(F)(F)F)n1)N/N=C/c1ccc2c(c1)OCO2 | 0.69 | -0.01 | .
O=C(OC(C(=O)NCc1ccc2c(c1)OCO2)c1ccncc1)c1ccc(Cl)nc1 (stereo unspecified) | . | . | -5
CCOc1cc(/C=C2/C(=N)N3OC(C)=CC3=NC2=O)ccc1OCCOc1ccccc1 | 1.9 | 2.5 | -20
COc1cc(C(=O)Oc2ccccc2/C=N/NC(=O)c2ccc(Cl)cc2)cc(OC)c1OC | 0.03 | 0.94 | -19
C=CCc1c(C)nc2c(OC)cccc2c1Cl | . | . | 17
COCCNC(=O)C(c1ccccc1)N(CCOC)C(=O)Cn1nnc2ccccc21 (stereo unspecified) | -0.19 | 0.07 | -71
COc1cc(C)nc(N(C)C(C)=O)n1 | 1.1 | 1 | 17
CC(C)OCCCNC(=O)c1ccc2c(c1)ncn2C1CCCC1 | -0.25 | -0.73 | -10
CCSCc1nnc(SCC(=O)Nc2nccs2)n1CC | . | . | 26
COc1ccc(C2C(C(=O)Nc3cccc(C)n3)c3ccccc3C(=O)N2C)cc1 (stereo unspecified) | 1.2 | 2.5 | 29
O=C(CSc1nnnn1-c1ccc(F)cc1)NC1CCCCC1 | -0.2 | -0.39 | -36
Cc1nc2ncnn2c(C)c1CCC(=O)NC(C)CCc1ccco1 (stereo unspecified) | 0.8 | -0.46 | 3
Cc1ccc(-c2csc(NC(=O)COc3ccc(N(C)S(=O)(=O)c4ccc(C)cc4)cc3)n2)cc1 | 0.43 | 1.8 | 3
Cc1cc(C)nc(NC(=O)c2ccc(OC(C)C)cc2)n1 | 1 | 1.2 | -6
COc1ccc(NC(=O)CSc2nc3ccccc3c3nc4ccccc4n23)cc1 | -0.67 | -0.32 | .
Cc1cnc(NC(=O)c2cc3c(C)nn(-c4ccccc4)c3s2)s1 | -1.9 | -0.84 | 26
C[C@H](NC(=O)c1ccccc1Cl)C(=O)OC(C(=O)Nc1cc(C(F)(F)F)ccc1Cl)c1ccccc1 (stereo partly specified) | -0.67 | -0.35 | 0
O=C(NCc1cccs1)c1ccc([N+](=O)[O-])cc1 | -0.2 | -0.29 | 30
O=C(N1CCCCCC1)N1CCN(C(=O)N2CCOCC2)CC1 | 0.09 | -0.19 | -488
CCN(CC)CCOC(=O)c1ccc(NC(=O)CCNC(=O)Cn2ccc3ccccc3c2=O)cc1 | -0.43 | -0.91 | 2
CN(Cc1ccccc1)C(=O)C1CCCN(Cc2ccc(Cl)cc2)C1 (stereo unspecified) | 0.54 | 0.81 | -28

# Exported with the structure last: entries from further up
sdo1 growth	sdo1 growth Rescue 24 h	INS promoter inh	molecule
1.9	2.5	-20	CCOc1cc(/C=C2/C(=N)N3OC(C)=CC3=NC2=O)ccc1OCCOc1ccccc1
0.03	0.94	-19	COc1cc(C(=O)Oc2ccccc2/C=N/NC(=O)c2ccc(Cl)cc2)cc(OC)c1OC
.	.	17	C=CCc1c(C)nc2c(OC)cccc2c1Cl
-0.19	0.07	-71	COCCNC(=O)C(c1ccccc1)N(CCOC)C(=O)Cn1nnc2ccccc21 (stereo unspecified)

# Further records follow.
SMILES | sdo1 growth | sdo1 growth Rescue 24 h | INS promoter inh
Cc1cccc(NC(=O)c2cn(-c3ccccc3)nc2-c2ccccc2)c1 | -0.05 | 0.21 | -10
COC(=O)C1(C(=O)OC)NOC2C(=O)N(c3ccc(Cl)cc3Cl)C(=O)C21 (stereo unspecified) | 1 | 0.5 | -3
CCCCS(=O)(=O)NC1=NCN(Cc2ccco2)CN1 | 0.73 | 0.13 | -12
Cc1ccc2ncc(NC(=O)c3ccc(F)cc3)c(=O)n2c1 | 1.5 | 1.6 | 11
COc1ccc(C(=O)C2CC2c2ccc3c(c2)OCO3)cc1 (stereo unspecified) | . | . | -25
Cc1c(C#N)c(O)n(CCO)c(=O)c1N=Nc1ccc(S(N)(=O)=O)cc1 | . | . | -5
O=C(Nc1ccc(Oc2cccnc2)cc1)c1ccccc1F | 0.5 | 0.5 | 3
CC(C)CC(NC(=O)C(CC(C)C)NC(=O)C(Cc1ccc(OCc2ccccc2)cc1)NC(=O)OC(C)(C)C)C(N)=O (stereo unspecified) | . | . | 44
CC1CCCN(S(=O)(=O)c2ccc(S(=O)(=O)NC(C)c3cccs3)cc2)C1 (stereo unspecified) | -0.57 | 0.22 | -33
COc1ccc(C(=O)NC(=S)Nc2ccc3oc(=O)ccc3c2)cc1OC | 0.05 | 0.37 | .
COCCNS(=O)(=O)c1ccc(F)c(OC)c1 | -0.23 | -0.53 | -50
COC(=O)c1ccc(COc2ncnc3c(Cl)cc(Cl)cc23)o1 | -0.08 | 0.43 | 37
Cc1nn(Cc2c(F)c(F)c(F)c(F)c2F)c(C)c1NC(=O)c1ccc(COc2ccc(F)cc2)o1 | -1.2 | -0.87 | .
CN(C(=O)COC(=O)c1cc(NS(=O)(=O)c2cc([N+](=O)[O-])ccc2Cl)ccc1O)C1CCCCC1 | -1.1 | -0.54 | 15
CC(=O)N1C(=O)c2cccc3cccc(c23)C(=O)N1C(C)=O | -0.32 | -0.98 | 6
O=C(Cc1ccc2c(c1)CCCC2)Nc1ccccc1Cl | -1.8 | -1.3 | 17
COC(=O)Nc1ccccc1C(=O)N1CCC(O)(c2ccc(Cl)cc2)CC1 | 0.44 | -0.33 | 0
O=C(CSc1nc2ccccc2c(=O)n1Cc1ccco1)c1ccc(F)cc1 | -2 | -0.8 | -48
Cc1nc2ccc(Nc3nc4cc(S(=O)(=O)N5CCOCC5)ccc4o3)cc2s1 | -1.6 | -0.98 | -29
c1ccc(-c2cn3cccnc3n2)cc1 | 0.92 | 0.05 | 67
CCc1c(C#N)c(SCCC(=O)Nc2ccc(F)cc2)nc2c1C(=O)CC(C)(C)C2 | -0.64 | 0.09 | -5
N=c1oc2cc(O)ccc2cc1C(=O)Nc1nc2ccccc2s1 | -0.6 | -0.06 | .
CN(C)[C@@H]1CCC[C@H]1OC(=O)C(c1ccccc1)c1ccccc1 | 0.17 | -0.34 | .
CCn1c(C)nc2cc(C(=O)NNC(=S)Nc3ccccc3)ccc21 | . | . | -6
O=C(N/N=C/c1sc2ccccc2c1O)c1cccc2ccccc12 | 1.3 | 0.83 | -3

# Later entries.
# The line under a structure holds: sdo1 growth	sdo1 growth Rescue 24 h	INS promoter inh
CNC(=S)NCc1ccc(OC)cc1
 : 0.36	-0.59	24
c1cnc(Oc2ccc(-c3nnco3)cc2)cn1
 : 0.61	0.44	.
Cc1ccccc1C(=O)N(C)Cc1ccccc1
 : -0.01	-0.86	-10
O=S(=O)(Nc1ccccn1)c1ccc(Oc2ccccc2)cc1
 : 1.7	1.5	-80
COc1ccc(C(CC(=O)O)NS(=O)(=O)c2ccc(C)cc2)cc1OC (stereo unspecified)
 : 0.54	-0.26	.
O=C(O)CCCNC(=O)c1cncc(O)c1
 : -0.73	-1.3	.
COC(=O)c1ccc(OCC(=O)Nc2nn(-c3ccccc3)nc2C(N)=O)cc1
 : -0.39	0.5	35
Cc1cnn(-c2cc(N/N=C/c3ccccc3F)ncn2)c1
 : -0.53	-0.27	21
COCCSc1ccccc1C(=O)Nc1nccs1
 : 0.01	-0.2	61
CCOc1cc(NC(=S)NCC(C)C)c(OCC)cc1NC(=O)c1cccs1
 : 1.3	2.9	7
COc1ccc(C)cc1NC(=O)NC1CCN(Cc2ccccc2)CC1
 : 0.26	0.31	42
COCC(C)n1c(C)cc(C(=O)COC(=O)c2oc3ccccc3c2C)c1C (stereo unspecified)
 : 0.12	0.54	33
CN1CCc2cc3c(c4c2[C@H]1[C@H](O)c1ccccc1-4)OCO3
 : -0.01	0.87	14
N#C/C(=C\Nc1ccccc1SC(F)(F)F)c1nc(-c2ccc(F)cc2)cs1
 : -0.79	-0.6	-11
O=C(CNS(=O)(=O)c1ccc(Br)s1)NCc1ccc2c(c1)OCO2
 : -0.26	-0.69	30
COc1cc(NC(=O)Cc2ccccc2OC)cc(OC)c1
 : -0.28	-1.1	-435
Cc1ccc(C)n1-c1ccc(C(=O)NN=C2CCCC2)cc1
 : .	.	9
CCCOc1ccc(C(=O)Nc2c[nH]c(=O)[nH]c2=O)cc1
 : 1.2	0.56	.
COc1ccc(/C=C2/SC(=O)N(CCCCCC(=O)Nc3ccccc3C(=O)O)C2=S)cc1
 : .	.	11
Cc1ccc2c(Cl)c(C(=O)NCCCn3ccnc3)sc2c1
 : 1.2	1.2	-352
O=C(O)c1ccc(NC(=O)C2(c3ccccc3)CCOCC2)cc1
 : -0.15	-1.1	-494
CCOC(=O)Nc1ccc(S(=O)(=O)NCCCN2CCOCC2)cc1
 : -1.1	0.38	4
CCn1cc(CN(C)C(=O)CSc2nc(-c3ccco3)cc(C(F)(F)F)n2)c(C)n1
 : .	.	-188
CCC(CC)C(=O)Nc1cc(C(=O)OC)ccc1C(=O)OC
 : 10*	3.8*	54
CCOC(=O)C1=C(C)N=c2s/c(=C/c3ccco3)c(=O)n2C1c1cccc(OC)c1 (stereo unspecified)
 : -0.98	-1.6	.
COc1ccc(CCNC(=O)CSCc2ccc(C)cc2)cc1OC
 : .	.	3
O=C(N/N=C/c1cc([N+](=O)[O-])ccc1O)/C(=C\c1cccs1)NC(=O)c1ccccc1
 : 0.2	0.07	40
O=C(/C=C/c1ccc(F)cc1)NCc1ccco1
 : 0.22	-0.29	8
CCn1c(C(O)c2ccc(C)cc2)nc2ccccc21 (stereo unspecified)
 : -0.5	-0.38	32
CC(NS(=O)(=O)c1ccc(F)cc1)C(c1cccs1)N1CCOCC1 (stereo unspecified)
 : 1.3	1.1	27
CCOC(=O)Cn1nnnc1CN(Cc1ccc(OC)cc1)Cc1cc2cc(C)cc(C)c2[nH]c1=O
 : -0.84	-1.2	-5
COCc1nnc(NC(=O)c2ccc(S(=O)(=O)N(C)c3ccccc3)cc2)o1
 : 1.7	1.1	.
COc1cccc(/C=C/C(=O)OCC(=O)Nc2ccc(S(=O)(=O)N3CCCC3)cc2)c1
 : 0.15	0.32	-14
CCOc1ccc(NS(=O)(=O)c2ccc3[nH]cc(C(=O)NC(C)CC)c(=O)c3c2)cc1 (stereo unspecified)
 : 0.69[8.6 µM]	0.24	-89

# Complete entries, quoted from the list. Values in the order: sdo1 growth | sdo1 growth Rescue 24 h | INS promoter inh
# O=C(N/N=C/c1sc2ccccc2c1O)c1cccc2ccccc12 across the screens: 1.3 | 0.83 | -3
# COCCNC(=O)C(c1ccccc1)N(CCOC)C(=O)Cn1nnc2ccccc21 (stereo unspecified) across the screens: -0.19 | 0.07 | -71

# High-throughput results (PubChem)
